Pf Dd2 growth: qHTS Primary assay for Inhibitors of Plasmodium falciparum Dd2 growth in vitro | P. falciparum Dd2 growth, SYBR Green, 72 h | 120,000 compounds, 4.3% hits | Potency, µM (doses to about 28.9 µM), inactives show top-dose activity, negative = inhibition, most hits filed as inhibitors; active = well fitted inhibition curve with a large enough effect; inconclusive = small, poorly fitted or top-dose-only effect; inactive = no such curve, though single readings can be large or run the other way;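 note: plate controls were DMSO vehicle for no effect and reference drug for full effect; nearly all actives have a fitted effect of over 65% in size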
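Readout: SYBR Green fluorescence, 485 nm excitation, 535 nm emission, after ~16 h lysis at 37C. Before that, Dd2-infected red cells (2.5% hematocrit) grew 72 h with compound, 29 uM top final concentration.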
An asterisk follows results filed as active; i = inactive; ? = inconclusive; [ ] = remark or other dose. Potency is the fitted concentration of half-maximal effect. The list is partial. The share of hits here may be higher or lower than overall.

SMILES | Pf Dd2 growth
COc1ccccc1-c1cc(-c2ccsc2)c2onc(C)c2n1 | i
O=C(Nc1ccccc1Cl)N1CCC(n2cc(C3CCCC3)nn2)CC1 | -23%
O=C([C@H]1C[C@H](Oc2ccccc2)CN1C(=O)NCc1ccc(F)cc1)N1CCOCC1 | -15%
Cc1ccc(C(=O)N2CCC3(CC2)NC(=O)N(c2ccccc2Cl)N3)c(C)c1 | -10%
COc1cccc(C(=O)NCCC2CCN(C(=O)Nc3cccc(F)c3)CC2)c1 | i
Cc1ccc(Cl)cc1N1CCN(C(=O)CCCn2c(=O)[nH]c3ccc(Br)cc3c2=O)CC1 | ?
c1ccc(CO[C@H]2COCCN(c3nc4ccccc4o3)C2)cc1 | -13%[44.1 µM]
COc1ccc(N2CC(c3noc(-c4cc(F)ccc4F)n3)CC2=O)cc1 (stereo not given) | 67%[activator]
O=C(Nc1cccc(-c2nnc3n2CCCC3)c1)c1ccco1 | ?
Cc1cccc(C(=O)N2CCCCCCNC(=O)[C@@H]3C[C@@H](c4nc(-c5cnccn5)no4)C[C@@H]32)c1 | i
O=[S+]1([O-])NCC2(CCN(Cc3ccccc3)C2)Nc2ccccc21 (stereo not given) | i
CCOc1ccccc1CNC(=O)c1cc2n(n1)CCCN(Cc1ccc(C)cc1)C2=O | ?
CCCC(=O)N1Cc2ccccc2CC2(CCN(C)C2)C1 (stereo not given) | 11µM*
O=C(O)CCC(=O)N[C@H]1CCN2C(=O)c3ccc(Cl)cc3NC(=O)[C@H]12 | -12%[44.1 µM]
COCC1CN(C(C)=O)CC12CCN(Cc1cccc(OC)c1)CC2 (stereo not given) | i
COc1ccc(OC)c(NC(=O)CCNC(=O)Cn2cnc3ccccc3c2=O)c1 | 19%
CN(C)[C@H]1C[C@@H](Cc2cc(CCO)on2)C1(C)C | -6%[44.1 µM]
O=C(CN1C(=O)NC2(CCS(=O)(=O)CC2)C1=O)Nc1cc(F)cc(F)c1 | 23%
CC(=O)N1CC2(Cc3ccccc31)CN(C(=O)NC1CCCC1)C2 | 4%[44.1 µM]
CC(=O)N1CCC2(CC1)CC(N(Cc1ccc(F)cc1)C1CC1)CCO2 (stereo not given) | 9%
CN(C)CCO[C@H]1C[C@@H](O)C12CCN(C(=O)Cc1ccc3ccccc3c1)CC2 | -7%
c1cncc(-c2nc3ncccc3[nH]2)c1 | -6%[44.1 µM]
CCn1cc(CN2CCc3nn(CC4CC4)c(=O)n3CC2)cn1 | -3%
O=C(CN1C(=O)NC2(CCS(=O)(=O)CC2)C1=O)Nc1ccccc1 | 19%
C=CCNC(=O)O[C@@H]1CC[C@]2(C)C(CC[C@@H](O)[C@H]2CC(=O)NCc2ccc3c(c2)OCO3)[C@]1(C)CO (stereo not given in full) | -13%
Cc1ccc(OCc2ccc(C(=O)N3C[C@H](C4CC4)[C@@H](N)C3)cc2)cc1 | 10µM*
COc1cccc(N2CCN(S(=O)(=O)c3cc(-c4cc(C)no4)ccc3C)CC2)c1 | i
O=C(CN1C(=O)CCSc2ccccc21)Nc1ccccc1F | 4%
COc1ccc(-c2nc3ccccc3o2)cc1NC(=O)c1ccc(OCC(C)C)cc1 | ?
Cc1ccc2nc(-c3ccc(NC(=O)Cc4ccccc4)cc3)sc2c1 | 33%[activator]
CN(C)C(=O)N1CCCC(C(=O)NCCc2nc(-c3ccccn3)no2)C1 (stereo not given) | -4%
CS(=O)(=O)N(Cc1cccnc1)C1CN(C(=O)CC2CCCCC2)C1 | -10%
COc1cc(OC(F)(F)F)ccc1C(=O)N1CCC2CC(=O)NCCC2C1 (stereo not given) | 19%
Cc1ccc(Cc2nc3ccccc3nc2SCC(=O)NCc2ccc(F)cc2)cc1 | i
Cc1ccc(NC(=O)N2CCC(n3cnnc3C3CC3)C2)cc1Cl (stereo not given) | 43%[activator]
COCCn1nc2n(c1=O)CCN(Cc1scnc1C)CC2 | -1%
O=C1CC(c2ccccc2)N(C(=O)CNC(=O)c2ccsc2)CCCCCN1 (stereo not given) | 10%
COc1cccc(CN2CCCC3(CNc4ccccc4[S+](=O)([O-])N3)C2)c1 (stereo not given) | ?
CCCNC(=O)N1CCCC2(CCC(=O)N(CCc3cnc[nH]3)C2)C1 (stereo not given) | -4%
COc1ccc(-c2cn3nc(N4CCC(C(=O)Nc5ccc(Cl)cc5C)CC4)sc3n2)cc1 | 40%[activator]

The closing 2 compounds of the section before come first, to join the parts:
SMILES | Pf Dd2 growth
CCCNC(=O)N1CCCC2(CCC(=O)N(CCc3cnc[nH]3)C2)C1 (stereo not given) | -4%
COc1ccc(-c2cn3nc(N4CCC(C(=O)Nc5ccc(Cl)cc5C)CC4)sc3n2)cc1 | 40%[activator]
Cn1cccc1C(=O)N1CCC2(CCC(=O)N(CC3CCCO3)C2)CC1 (stereo not given) | -12%
CCOc1ccccc1NC(=O)Cn1c(=O)n(Cc2nc(C)no2)c(=O)c2ccccc21 | -16%
O=[S+]1([O-])NC2(CCN(Cc3ccncc3)CC2)COc2ccccc21 | 11%
Cc1ncoc1C(=O)N1CCCC1C(=O)Nc1cccc(-c2ccc(F)cc2)c1 (stereo not given) | -12%
COc1ccc(C(=O)N[C@@H]2CN(C)C[C@H]2CN(C)C)cc1OC | 4%
O=C(NCc1ccccn1)c1ccc2c(c1)CC(=O)N2Cc1ccc(F)cc1 | ?
COCCn1c(CCC(=O)Nc2cc(C)ccc2C)nc2cccnc21 | 3%
Cc1nn2c(c1-c1ccccc1C(C)C)N(C(=O)Cc1ccc(O)cc1)CCC2 | i
Cc1cnc(CC2CCCN(C(=O)NC(C)(C)C)C2)n1Cc1ccc(F)cc1 (stereo not given) | ?
COc1ccc(-c2cc(-c3ccc(OC)c(OC)c3)cn3cncc23)cc1 | ?

Pulled by structure from the entries so far:
SMILES | Pf Dd2 growth
O=C(NCc1ccccn1)c1ccc2c(c1)CC(=O)N2Cc1ccc(F)cc1 | ?
COc1ccc(-c2cc(-c3ccc(OC)c(OC)c3)cn3cncc23)cc1 | ?
Cn1cccc1C(=O)N1CCC2(CCC(=O)N(CC3CCCO3)C2)CC1 (stereo not given) | -12%
Cc1cnc(CC2CCCN(C(=O)NC(C)(C)C)C2)n1Cc1ccc(F)cc1 (stereo not given) | ?

Arranged by count of non-hydrogen atoms (descending): part of the list above
SMILES | Pf Dd2 growth
CCOc1ccccc1NC(=O)Cn1c(=O)n(Cc2nc(C)no2)c(=O)c2ccccc21 | -16%
Cc1nn2c(c1-c1ccccc1C(C)C)N(C(=O)Cc1ccc(O)cc1)CCC2 | i
O=C(NCc1ccccn1)c1ccc2c(c1)CC(=O)N2Cc1ccc(F)cc1 | ?
COc1ccc(-c2cc(-c3ccc(OC)c(OC)c3)cn3cncc23)cc1 | ?
COc1ccc(C(=O)N[C@@H]2CN(C)C[C@H]2CN(C)C)cc1OC | 4%

Additional entries:
Structure | Pf Dd2 growth
Cc1ccc(NC(=O)Cc2coc3ccc(C(C)C)cc23)c(C)c1 | ?
COc1cccc(-c2noc3c2CN(C(=O)c2ccc(C)cc2OC)CC3)c1 | -21%
CCCn1cnc2c1CN(S(=O)(=O)Cc1ccccc1)[C@H](C(=O)OC)C2 | -4%[44.1 µM]
O=C(NCc1cccs1)c1csc(N2CCN(c3ccccc3F)CC2)n1 | ?
O=C(c1ccc(C(F)(F)F)cc1)N1CCC2(CC1)CC(c1cccc(C(F)(F)F)c1)=NO2 | i
CCc1ccc(NCc2cc3cc4c(cc3n(CC(=O)Nc3ccccc3Cl)c2=O)OCO4)cc1 | -15%
Cc1cnc(C(=O)NC2CCc3nn(CC4CC4)c(=O)n3CC2)cn1 (stereo not given) | 20%
O=C1CO[C@H]2CCN(Cc3cccc(OC(F)(F)F)c3)CC[C@@H]2N1Cc1ccccc1 | i
COc1ccccc1N1CCN(CCCNC(=O)c2cnn(-c3ccccc3)c2C2CCN(C(=O)OC(C)(C)C)CC2)CC1 | ?
COCCNC(=O)C(NC(=O)CC(C)C)C1CCN(C(=O)c2ccc3c(c2)OCO3)CC1 (stereo not given) | -3%
CCOCCn1c(=O)n(C(CC)C(=O)NC(C)(C)C)c2cc(C(=O)O)cnc21 (stereo not given) | -4%
Cc1ccccc1Nc1c(-c2c(F)cccc2Cl)nc2ccc(Br)cn12 | 10µM*
COc1ccc(NC(=O)c2cc3c(N(C)Cc4ccccc4)nc(C)cn3n2)cc1 | ?
Cc1ccc(C(=O)N2C[C@@H](Oc3cccnc3)C[C@H]2C(=O)N2CCOCC2)s1 | i
Cc1ccc(CNC(=O)Cc2c(C(=O)O)c(C)cn2C)cc1 | 13%
Cc1noc(CN2CCN(c3nc(N)nc4c3CCC4)CC(O)C2)n1 (stereo not given) | 3%
CCO[C@H]1CN(C(=O)c2cc3ccc(OC)cc3n2C)C[C@@H]1O | 15%
COc1cccc(C(=O)N(Cc2ccc(N(C)C)cc2)Cc2ccco2)c1 | i
CCCNC(=O)N1CCC(N2CC3CC(C2)[C@H]2CCCC(=O)N2C3)CC1 (stereo not given in full) | -21%
Cc1cnc(C(=O)N[C@@H]2CN(c3ccncn3)C[C@H]2CN(C)C)cn1 | i
O=C(CCn1ccc2cc(S(=O)(=O)N3CCCC3)ccc21)NCc1cccc(Br)c1 | i
Cc1cc(C)cc(NC(=O)c2cn3c4c(ccc(Cl)c4c2=O)OC(C)C3)c1 (stereo not given) | 3%
O=C(C1CCN(S(=O)(=O)c2ccc(Br)s2)CC1)N1CCN(c2cccc(C(F)(F)F)c2)CC1 | -4%
CCC(C)(C)NC(=O)Cn1c(C)ccc(NS(=O)(=O)CC)c1=O | 11%
CCC(C)Sc1nc2c([nH]c3ccccc32)c(=O)n1C (stereo not given) | -4%
O=C(Cn1nnc(-c2cccc(C(F)(F)F)c2)n1)NCc1ccc(F)cc1 | -24%
O=C(NC[C@H]1O[C@@H]2C[C@@H](CC(=O)N3CCOCC3)O[C@@H]2[C@@H]1O)Nc1cccc(Cl)c1 | 11%
Cc1cc(S(=O)(=O)Nc2cccc(C(=O)O)c2)c(C)c(S(=O)(=O)c2ccccc2)c1 | 31%[activator]
O=C1CC(c2ccccc2)N(C(=O)CNC(=O)c2ccsc2)CCCCCCN1 (stereo not given) | 1%
O=C(Nc1ccc(C(=O)OCc2cc(=O)n3c4c(sc3n2)CCCC4)cc1)c1ccccc1 | 92%[activator]
O=c1c(S(=O)(=O)c2ccc(Cl)cc2)cn(Cc2ccc(F)cc2)c2ccc(F)cc12 | 11µM*
Cc1cccc(NC(=O)c2sc3nc4c(cc3c2N)CN(C(C)C)CC4)c1 | 11µM*
Cc1ccsc1C(=O)NC1CCN(c2cc(-c3ccc(Cl)cc3)[nH]n2)C1 (stereo not given) | ?
CCn1c(C2CCCN(C(=O)NCC(C)C)C2)nn(C)c1=O (stereo not given) | 12%
Cc1oc(-c2ccc(Cl)cc2)nc1CN1C(=O)CN=C(c2ccccc2)c2cc(Cl)ccc21 | i
O=C1CCN(C(=O)c2ccoc2)CCCCCCN1 | -11%
COc1cccc(-c2nc3cnccn3c2NCCC(=O)N2CCN(C)CC2)c1 | 0%
CC(=O)c1cccc(NC(=O)Cn2nc(C(F)(F)F)c3c2CCC3)c1 | 50%[activator]
COc1ccc(C(=O)Nc2nnc(S(=O)(=O)N3CCC(C)CC3)s2)cc1OC | ?
COc1cccc(CN2C[C@@H]3C[C@H]2C(=O)N(Cc2ccccc2)c2ccccc2O3)n1 | ?
CCOc1cc(=O)n2c(c1C(=O)Nc1cc(F)ccc1F)CCCC2 | i
O=C1CC(c2ccccc2)N(C(=O)CNS(=O)(=O)c2cccs2)CCCCCN1 (stereo not given) | 14%
Cn1nc(C2CCCN(C(=O)C3CCCC3)C2)n(Cc2ccccc2)c1=O (stereo not given) | -15%
O=C(NCc1ccc(F)cc1)c1nc(-c2ccc(Cl)cc2Cl)c2cnccn12 | ?
O=C(NCC(c1ccc2c(c1)OCO2)N1CCN(c2ccccc2)CC1)C(=O)Nc1cccc(F)c1 (stereo not given) | ?
CC1=C[C@@H](CNS(C)(=O)=O)[C@H](C(C)C)C[C@H]1Cc1nnc(-c2ccncc2)o1 | ?
CCOc1ccc(-c2cc(OC(=O)c3ccc(OC)cc3)c3c(C)oc(C)c3c(=O)c2)cc1 | 10µM*
O=C(Cn1c(=O)nc(-c2ccccc2F)c2cc(Cl)ccc21)N1CCN(c2ccccc2F)CC1 | 4%
CN1CC(=O)N(C2CCNC2)Cc2c(NC3CCOC3)ncnc21 (stereo not given) | 3%
COCC(=O)NC[C@H]1OC[C@@H](NCC(C)(C)C)[C@@H]1O | -9%[44.1 µM]

(cont.)
Structure | Pf Dd2 growth
CCCCN(CCCC)C1=C(C(=O)c2ccccc2)N(CC)S(=O)(=O)c2ccccc21 | -9%
CCN(Cc1ccccc1)C(=O)C(CC(C)C)NS(=O)(=O)c1ccc2c(c1)CCN2C(C)=O (stereo not given) | i
COc1ccc(CN2CCNc3cnc(OCc4cccnc4)cc3C2)cc1O | -2%[44.1 µM]
CCc1nc2c(c(-c3ccc(OC)cc3)n1)CCN(Cc1ccnn1C)CC2 | -11%
O=C(c1cn2ccsc2n1)N1CC[C@H](CO)[C@@H](O)C1 | 12%
CCN(CC)CCNC(=O)c1ccc2c(=O)n3nc(Nc4ccccc4)sc3nc2c1 | ?
CCS(=O)(=O)N1CCc2cc(C(=O)Nc3ccc(OC)cc3OC)ccc21 | i
O=C(COc1ccc(Cl)cc1)NCC(c1ccco1)S(=O)(=O)c1ccc(Cl)cc1 (stereo not given) | i
Cc1cccc(OCCc2noc(C3CN(C(=O)NCC4CCCO4)C3)n2)c1 (stereo not given) | ?
CN1CCC(N2CC[C@@H]3C(=O)NCCCCCCN(Cc4ccncc4)[C@@H]3C2)CC1 | 20%
Cc1ccc(C)c(NC(=O)c2ccc3c(c2)CCCN3S(C)(=O)=O)c1 | 31%[activator]
CCCCSc1nc(N)cc(N2CCCC(C(=O)N3CCOCC3)C2)n1 (stereo not given) | ?
CCc1ccccc1NC(=O)N1CCC(Oc2ncccc2C(=O)N2CCCCC2)C1 (stereo not given) | ?
